Screens from PubChem.
G9a inh – inhibitors of human histone lysine methyltransferase G9a | 350,000 tested, 8.8% active | Potency, µM (titrated, usually from 102 µM), inactives show at the highest dose activity, negative = inhibition, most hits filed as inhibitors | G9a H3K9 monomethylation, AlphaScreen, 2 h; further: potency means the concentration at half of the fitted maximal effect; on the % scale 0 is the no-effect control and ±100 the full control effect; nearly all actives have a fitted effect of over 75% in size
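Enzyme 20 nM + cpd, 15 min RT; add b-H3K9 pep 500 nM / SAM 20 uM; 2 h RT; anti-H3K9me1 Ab 0.5 ug/mL + SA donor / anti-rabbit acceptor beads 20 ug/mL each, 10 min; AlphaScreen read.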
GLS inh – glutaminase GLS (human) inhibition | GLS enzymatic activity, qHTS titration | Potency, µM (doses to about 45.5 µM), for inactives: at the highest dose activity change, negative = inhibition, most hits filed as inhibitors | 410,000 tested, 0.21% active; further: potency means the concentration at half of the fitted maximal effect; on the % scale 0 is the no-effect control and ±100 the full control effect
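Compounds were pin-transferred onto hKGA, after which L-glutamine (1 mM solution) and a detection mix of glutamate oxidase, HRP and Amplex Red were added. Initial and 30 min RT fluorescence reads were collected.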
HP1b binding inh – blocks HP1-beta chromodomain binding to methylated histone tails. AlphaScreen HP1-beta / biotin-H3K9me3 peptide binding. Potency, µM (titrated, usually from 114 µM), for the others: at the top dose activity change, negative = inhibition, most hits filed as inhibitors. 390,000 tested, 0.56% active. AID 540317; further: potency means the concentration at half of the fitted maximal effect; nearly all actives have a fitted effect of over 70% in size; inactives centre near 23
Target sequence (P83916 whole entry, looked up): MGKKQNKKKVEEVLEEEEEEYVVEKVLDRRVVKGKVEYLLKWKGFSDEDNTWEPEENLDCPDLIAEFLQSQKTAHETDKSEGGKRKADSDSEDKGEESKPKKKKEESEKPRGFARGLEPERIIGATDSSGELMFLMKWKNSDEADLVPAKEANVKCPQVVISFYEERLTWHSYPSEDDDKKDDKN
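Compound inhibition of the preformed complex between 50 nM HP1-beta and 50 nM biotinylated H3K9me3 peptide was read by AlphaScreen. Buffer was PBS pH 7.4 with 0.01% Tween-20. Incubations ran 30 min at room temperature, with 10 ug/mL donor/acceptor beads.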
JMJD2A Tudor – inhibitors of human JMJD2A Tudor domain. Potency, µM (top dose mostly 114 µM), without a hit: at the highest dose activity change, negative = inhibition, usual class: inhibitors. 390,000 tested, 4.4% active. AlphaScreen JMJD2A-Tudor / H3K4me3 peptide binding. AID 504339; further: potency means the concentration at half of the fitted maximal effect; on the % scale 0 is the no-effect control and ±100 the full control effect; nearly all actives have a fitted effect of over 50% in size
RGS4 inh – human RGS4 inhibition; P49798; Transcreener GDP fluorescence polarization, RGS4-accelerated GTP hydrolysis; Potency, µM (titrated, usually from 114 µM), for the others: top-dose activity change, negative = inhibition, hits mostly inhibitors; 390,000 tested, 0.039% active; AID 504845; further: potency means the concentration at half of the fitted maximal effect; on the % scale 0 is the no-effect control and ±100 the full control effect; nearly all actives have a fitted effect of over 75% in size; some results filed as inactive show a strong effect at the top dose
Target sequence (P49798 whole entry, looked up): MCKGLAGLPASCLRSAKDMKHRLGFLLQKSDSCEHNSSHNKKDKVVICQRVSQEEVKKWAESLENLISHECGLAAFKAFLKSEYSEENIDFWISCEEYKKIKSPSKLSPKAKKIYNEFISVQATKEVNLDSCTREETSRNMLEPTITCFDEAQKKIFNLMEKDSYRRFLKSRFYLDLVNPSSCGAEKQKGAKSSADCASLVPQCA
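MLSMR compounds (23 nl, pin-transferred) preincubated 10 min at room temperature with a 500nM (2x) first reagent, then RGS4 at 900nM (2x) plus Transcreener GDP mix added; fluorescence polarization (620/688 nm) read before and after 90 min at 30 °C.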
ERG-DNA inh – ERG Ets/DNA interaction inhibition | 370,000 tested, 0.028% active | Potency, µM (highest dose often 76.9 µM), inactives show at the top dose FP activity, negative = inhibition, usual class: inhibitors | P11308 | fluorescence polarization, His-ERG Ets domain / labelled DNA | AID 624246; active means well fitted inhibition curve with a large enough effect in the polarisation, with a control signal flat; inconclusive means small, poorly fitted or top-dose-only effect, or effect the other way, or a change in a side signal; inactive means no such curve, though single readings can be large or run the other way; the % refers to the polarisation;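 further: polarization taken with two DNA probes labelled with fluorescein and Texas red; potency means the concentration at half of the fitted maximal effect; % of control where 0% means no effect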
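His-tagged ERG Ets domain (1 uM in the protein solution; 300mM KCl, 50mM Tris-HCl, 1mM EDTA, 1mM DTT, pH 7.5) received compound, then a probe mix of 5 nM fluorescein-DNA and 100nM Texas-615-DNA. Fluorescence polarization was read for both dyes.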
BAZ2B inh – blocks human BAZ2B | Potency, µM (top dose mostly 114 µM), inactives show at the highest dose activity change, negative = inhibition, hits mostly inhibitors | Q9UIF8 | AID 504333 | 360,000 tested, 4.4% active | AlphaScreen BAZ2B-H3K14Ac peptide displacement; further: potency means the concentration at half of the fitted maximal effect; on the % scale 0 is the no-effect control and ±100 the full control effect; nearly all actives have a fitted effect of over 60% in size
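BAZ2B (50 nM) with biotin-H3(5-23)K14Ac peptide (50 nM) in PBS pH 7.4, 0.01% Tween-20, preformed 30 min, then compound 30 min at room temperature; top concentration 110uM. AlphaScreen streptavidin donor/nickel chelate acceptor beads (10 ug/mL final), 20 min dark, signal read.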
ALOX12 inh – ALOX12 (human) lipoxygenase inhibition. P18054. purified 12hLO, xylenol orange hydroperoxide absorbance. Potency, µM (titrated, usually from 108 µM), for inactives: at the highest dose activity change, negative = inhibition, usual class: inhibitors. 580,000 tested, 1.1% active; further: potency means the concentration at half of the fitted maximal effect; on the % scale 0 is the no-effect control and ±100 the full control effect
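Purified human 12hLO (150 nM final) in 25 mM Hepes, 0.01% Triton X-100, pH 7.0 was preincubated 15 min at room temperature with compound. Then 40 uM arachidonic acid was added, 30 min. Hydroperoxide was read by Fe-XO absorbance ratio 573/405 nm.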
PI4K2A block – blocks human PI4K2A kinase activity. Q9BTU6. purified PI4K2A, ADP-Glo luminescence, 1 h; stronger effect = lower value. activity change, negative = inhibition, % at 76.9 µM. 420,000 tested, 0.13% active. AID 1346378; in the data active means activity change below about -50%; inconclusive means mostly about -30% to -49%;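 further: -100% = wells without enzyme as full effect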
Target sequence (Q9BTU6 whole entry, looked up): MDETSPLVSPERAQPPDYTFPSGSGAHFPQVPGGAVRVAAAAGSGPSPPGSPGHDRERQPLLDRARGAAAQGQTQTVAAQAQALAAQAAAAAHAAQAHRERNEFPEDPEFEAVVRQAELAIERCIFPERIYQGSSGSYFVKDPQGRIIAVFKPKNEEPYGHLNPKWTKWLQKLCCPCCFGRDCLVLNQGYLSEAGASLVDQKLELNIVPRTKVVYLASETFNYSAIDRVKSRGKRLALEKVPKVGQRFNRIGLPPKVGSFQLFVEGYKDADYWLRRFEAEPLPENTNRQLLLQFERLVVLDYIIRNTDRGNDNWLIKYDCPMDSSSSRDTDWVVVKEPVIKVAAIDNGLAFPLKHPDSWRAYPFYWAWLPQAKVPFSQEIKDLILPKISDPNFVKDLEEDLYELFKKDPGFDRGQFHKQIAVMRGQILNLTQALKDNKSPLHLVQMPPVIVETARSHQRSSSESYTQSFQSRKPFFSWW
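Compounds are screened against recombinant PI4K2A using PI as substrate and ATP, the latter dispensed at 300 microM. Reactions run one hour at ambient temperature before ADP-Glo detection; full inhibition defined by wells lacking enzyme.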
Numbers without * were called inactive; u = inconclusive; x = not tested or not shown; [ ] = remark or other dose. Unless noted, the call rests on the fitted dose curve; in most records, active means well fitted curve in the direction sought with a large enough effect; inconclusive means small, poorly fitted or top-dose-only effect, or another doubt; inactive means no such curve, though single readings can be large; an effect the other way counts as inactive or inconclusive. Only part of the results is shown; count on the stated rates, not on these rows.

SMILES	G9a inh	GLS inh	HP1b binding inh	JMJD2A Tudor	RGS4 inh	ERG-DNA inh	BAZ2B inh	ALOX12 inh	PI4K2A block
Cc1ccc(S(=O)(=O)N[C@H](C(=O)N2CCC(C(=O)N[C@@H](CC(=O)O)C(=O)O)CC2)C(C)C)cc1	u	-3%	33%	-4%	-15%	3%	-28%	2%	-4
CCc1cc2c(SCC(=O)C(C#N)=C3N(C)c4ccccc4N3C)ncnc2s1	24%[59 µM]	0%	38%	-15%[11.4 µM]	6%[11.4 µM]	6%	5%	52%[activator]	2
Cc1nn(-c2ccccc2)c(N)c1C(c1ccccc1)c1c(C)nn(-c2ccccc2)c1N	8%[59 µM]	21%	-5%	-16%	16%	-3%	-10%	-6%	-3
Cc1ccc(OCC(=O)Nc2ccc(OCc3cc(=O)n4c(C)csc4n3)cc2)cc1C	29%[59 µM]	10%	65%[activator]	-24%	-17%	1%	-4%	6%	-6
O=C(CCCN1C(=O)/C(=C\c2ccccc2)SC1=S)Nc1ccc(O)cc1	-25%	u	-6%	u	-42%	6%	u	-25%	5
CC1(C)O[C@H]2[C@@H](O1)[C@@H](C(=O)Nc1ccccc1C(F)(F)F)O[C@@H]1OC(C)(C)O[C@@H]12	6%[59 µM]	15%	64%[activator]	-7%	-13%	-9%	-2%	-19%	1
CCOC(=O)C(NC(=O)c1cccc(Cl)c1)(Nc1nnc(C)s1)C(F)(F)F (configuration not stated)	1%	2%	10%	4%	-26%	-5%	-5%	11%	-4
CC1CCCCN1C(=O)c1c([N+](=O)[O-])cnn1C (configuration not stated)	42%	0%	26%	0%	6%	-11%	-9%	120%[activator]	-1
CC[C@H](CO)Nc1nc(Nc2cccc(Cl)c2)c2ncn(C(C)C)c2n1	9%[12.7 µM]	-9%	-2%	u	4%	-1%	u	-5%	-1
c1ccc(CN2CCN(c3nc(N4CCOCC4)c4ccccc4n3)CC2)cc1	x	3%	111%[activator]	-9%[57.1 µM]	11%[11.4 µM]	-2%	x	u	-1
Oc1c(N=NC(=S)Nc2ccccc2F)c2ccccc2n1Cc1ccccc1Cl	18µM*	2%	u	4µM*	-18%	3%	u	-4%	-8
COc1ccc(C(=O)N2CCN(Cc3cc(=O)n4nc(-c5ccccc5C)sc4n3)CC2)cc1OC	15%[59 µM]	-14%	2%[57 µM]	-18%	11%	3%	-2%	-20%	-4
Cc1c(Cl)cccc1-n1nnc(-c2nc(-c3ccc4c(c3)OCO4)no2)c1C	0%[59 µM]	-5%	26%	-3%	27%	-1%	-4%	3%	0
CC(=O)Nc1cccc(NC(=O)C2CCCN2C(=O)Nc2cccc(F)c2)c1 (configuration not stated)	24%	-10%	26%	-9%	-5%	2%	8%	37%[activator]	-1
Cn1c(=O)c2c(nc(Br)n2C/C=N/NC(N)=S)n(C)c1=O	x	-12%	37%	-11%	1%	-16%	-5%	-56%	-3

Arranged by value in ERG-DNA inh (smallest number first): some entries from above
SMILES	G9a inh	GLS inh	HP1b binding inh	JMJD2A Tudor	RGS4 inh	ERG-DNA inh	BAZ2B inh	ALOX12 inh	PI4K2A block
CC1CCCCN1C(=O)c1c([N+](=O)[O-])cnn1C (configuration not stated)	42%	0%	26%	0%	6%	-11%	-9%	120%[activator]	-1
CCOC(=O)C(NC(=O)c1cccc(Cl)c1)(Nc1nnc(C)s1)C(F)(F)F (configuration not stated)	1%	2%	10%	4%	-26%	-5%	-5%	11%	-4
c1ccc(CN2CCN(c3nc(N4CCOCC4)c4ccccc4n3)CC2)cc1	x	3%	111%[activator]	-9%[57.1 µM]	11%[11.4 µM]	-2%	x	u	-1

Whole records as entered above:
Oc1c(N=NC(=S)Nc2ccccc2F)c2ccccc2n1Cc1ccccc1Cl across the screens: G9a inh = 18µM*; GLS inh = 2%; HP1b binding inh = u; JMJD2A Tudor = 4µM*; RGS4 inh = -18%; ERG-DNA inh = 3%; BAZ2B inh = u; ALOX12 inh = -4%; PI4K2A block = -8
Cc1ccc(OCC(=O)Nc2ccc(OCc3cc(=O)n4c(C)csc4n3)cc2)cc1C across the screens: G9a inh = 29%[59 µM]; GLS inh = 10%; HP1b binding inh = 65%[activator]; JMJD2A Tudor = -24%; RGS4 inh = -17%; ERG-DNA inh = 1%; BAZ2B inh = -4%; ALOX12 inh = 6%; PI4K2A block = -6
COc1ccc(C(=O)N2CCN(Cc3cc(=O)n4nc(-c5ccccc5C)sc4n3)CC2)cc1OC across the screens: G9a inh = 15%[59 µM]; GLS inh = -14%; HP1b binding inh = 2%[57 µM]; JMJD2A Tudor = -18%; RGS4 inh = 11%; ERG-DNA inh = 3%; BAZ2B inh = -2%; ALOX12 inh = -20%; PI4K2A block = -4

(further entries)
SMILES	G9a inh	GLS inh	HP1b binding inh	JMJD2A Tudor	RGS4 inh	ERG-DNA inh	BAZ2B inh	ALOX12 inh	PI4K2A block
O=c1c2sc3ccccc3c2n(Cc2ccccc2F)c(=O)n1Cc1ccccc1	1%[59 µM]	-3%	44%[activator]	9%	-32%	2%	2%	-3%	-3
COc1ccnc(N=CNOCc2cccc(C(F)(F)F)c2)c1C#N	6%	6%	37%	-8%	-6%	2%	1%	-23%	-1
COc1cc(Br)c(/C=C/c2ccc3cccc(O)c3n2)cc1OC	3%[2.33 µM]	0%	17%	-28%	-3%	0%	-17%	-8%	0
O=C(Nc1cccc(C(=O)N2CCN(c3cccc(Cl)c3)CC2)c1)c1nsc2ccccc12	-4%[59 µM]	3%	14%[57 µM]	-21%	3%	8%	-1%	-9%	-2
CCC(C(=O)N1CCN(c2cc(C)ccc2C)CC1)n1nc(C)n2c(cc3occc32)c1=O (configuration not stated)	-34%[59 µM]	7%	6%	-33%	-16%	4%	u	-24%	0
O=C(C1=C[C@@H](c2coc3ccccc3c2=O)C[C@@H](OCCCCO)O1)N1CCN(Cc2ccccc2)CC1	-14%[59 µM]	1%	29%	-13%	6%	2%	-20%	-27%	5
CCOC(=O)c1noc2ncn(Cc3ccc([N+](=O)[O-])cc3)c(=O)c12	11%[59 µM]	0%	10%[57 µM]	-6%	-5%	7%	1%	-17%	6
O=C1CSC(c2ccccn2)N1c1ccc(Br)cc1 (configuration not stated)	4%	-12%	10%	-4%	23%	-4%	9%	100%[activator]	2
Nc1ccc(CSc2ccc(Cl)cc2)cc1	-34%	5%	3%	-8%	28%	-6%	-32%	-48%	-5
CCC(=O)N1CCc2cc(CNC(=O)Nc3ccccc3Cl)ccc21	10%[59 µM]	1%	20%[57 µM]	-14%	-4%	1%	-7%	-6%	5
Cc1cc(Nc2ccccc2)n(-c2nc3ccccc3[nH]2)n1	0%[59 µM]	-13%	49%[activator]	-17%	13%	1%	-1%	-4%	7
O=C(CN1C(=O)NC(c2ccccc2)(c2ccccc2)C1=O)N1CCN(c2ccccc2F)CC1	-10%[12.7 µM]	-1%	10%	-21%	1%	0%	3%	0%	-8
COc1ccc(NC(=O)N2CCCC2C(=O)NCc2ccc(F)cc2)cc1 (configuration not stated)	6%[59 µM]	5%	30%[activator]	-9%	16%	-4%	12%	-1%	0
O=C(/C=C/c1cccc([N+](=O)[O-])c1)n1cnc2ccccc21	-16%	2%	4%	-17%	10%	-7%	-2%	-4%	34
Cc1ccc(S(=O)(=O)NN2C(=O)/C(=C/c3ccc(C(=O)O)cc3)SC2=S)cc1	-5%	-4%	17%	u	-51%	9%	-32%	u	-3
COc1ccc(CC(=O)NCc2ccc3c(c2)OCO3)cc1	-4%	5%	2%	-33%[57.1 µM]	-12%[11.4 µM]	2%	2%	112%[activator]	-7
COc1ccc2ccccc2c1-c1csc(N)n1	-6%[12.7 µM]	18%	45%[activator]	-13%	-16%	6%	-9%	17%	2
COC1CCN(C(=O)c2cc(COc3ccc(-n4cncn4)cc3)on2)CC1	-2%	16%	31%	-10%	3%	4%	-1%	27%	0
Cn1nnnc1SCC(=O)Nc1sccc1C(N)=O	x	3%	21%	-6%	-5%	-1%	x	-7%	21
COc1ccc(-c2cn3nc(SCC(=O)Nc4cccc(C)c4C)ccc3n2)cc1	-1%[59 µM]	1%	30%[57 µM]	-7%	-2%	-4%	4%	u	1
Cc1cccc(NC(=S)NC23CN4CN(CN(C4)C2)C3)c1C	6%	2%	5%	-22%	-26%	1%	-12%	-6%	1
